Compound activity: PubChem, several laboratories
DNA FID counter: compounds displacing fluorescent DNA intercalator, primary screen, artefact control for HCV NS3 helicase inhibitor project, biochemical, FID fluorescence; inhibition, % at 7.9 µM; 290,000 tested, 0.17% active; DNA fluorescent intercalator displacement; in the data active = inhibition above about 37%;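 also: 0% = vehicle and 100% = reference compound; higher means more ethidium bromide displaced from hairpin DNA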
UBC9 SUMO inh: inhibitors of in vitro SUMOylation cascade, primary screen, biochemical, HTRF, uHTS | 290,000 tested, 0.36% active | HTRF SUMOylation assay, SAE1/SAE2 + UBC9 | inhibition, % at 35 µM | AID 2006, 2009 | SUMO-conjugating enzyme UBC9 (Homo sapiens), P63279; in the data active = inhibition above about 50%, passing the limit was not always enough; also: strong numbers were not always called active
Target sequence (P63279 whole entry, looked up): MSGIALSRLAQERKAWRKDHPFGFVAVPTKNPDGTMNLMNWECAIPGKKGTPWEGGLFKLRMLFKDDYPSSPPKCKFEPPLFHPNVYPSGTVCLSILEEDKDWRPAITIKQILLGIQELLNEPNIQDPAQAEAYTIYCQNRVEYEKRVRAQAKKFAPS
NALP1 inh: NALP1 inflammasome inhibitors in reconstituted yeast, colorimetric, S. cerevisiae, triplicate retest | S. cerevisiae NALP1/ASC/caspase-1 growth, X-gal OD620, 72 h | inhibition, % at 10 µM | 280,000 tested, 0.61% active | AID 2071, 2009; in the data active = inhibition mostly above about 24%, no sharp cut-off; inactive = mostly below about 32%; also: some compounds called inactive have numbers as strong as hits
VIM-2 inhibitor: VIM-2 metallo-beta-lactamase inhibitors, primary screen, biochemical, epi-absorbance readout, Pseudomonas aeruginosa enzyme. purified VIM-2, nitrocefin hydrolysis, epi-absorbance fluorescence. inhibition, % at 5.6 µM. 290,000 tested, 0.89% active. AID 1527, 2009;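 active = inhibition above the mean of all tested compounds plus 3 SD, cutoff set per screening run, cut at about 7.5% in these data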;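 also: red hydrolysis product quenches plate fluorescence so inhibitors raise well fluorescence; 0% = enzyme with DMSO and 100% = DMSO without enzyme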
MEKK2 WT-MEK5: modulators of MEK5 binding to wildtype MEKK2, primary screen, biochemical, multiplex bead flow cytometry, Alexa488-MEK5 | AID 1531, 2009 | binding response (% of control), % at 10 µM | Mitogen-activated protein kinase kinase kinase 2 (Homo sapiens), Q9Y2U5 | 290,000 tested, 1.1% active | Alexa488-MEK5 binding to MEKK2 WT; actives lie on both sides; in the data active = binding response below about 67% or above about 130%
MEKK2mut PB1 HTS: MEK5 binding signal on mutant MEKK2 PB1, primary screen, biochemical, multiplex bead flow cytometry, Alexa488-MEK5 | AID 1530, 2009 | Alexa488-MEK5 binding to MEKK2 mutant | percent response, % at 10 µM | 290,000 tested, 0.35% active; in the data active = percent response above about 24%, passing the limit was not always enough; also: inactives centre near 1; some results filed as inactive read as strong as hits
IMP-1 inh: IMP-1 metallo-beta-lactamase inhibitors, primary screen, biochemical, epi-absorbance readout, Pseudomonas aeruginosa enzyme | metallo-beta-lactamase IMP-1 (Pseudomonas aeruginosa) | purified IMP-1, nitrocefin hydrolysis, epi-absorbance fluorescence | inhibition, % at 5.6 µM | 290,000 tested, 0.45% active | AID 1556, 2009;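 active = inhibition above the mean plus 3 SD of all compounds in the same screening run, cut at about 4.5% in these data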;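 also: 0% = IMP-1 with DMSO and 100% = DMSO wells lacking enzyme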
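Test system: recombinant IMP-1 enzyme, purified / Medium: HEPES buffer pH 7.1 with ZnSO4 and Brij 35 / Doses: single dose, 5.6 µM / Times: 25 °C, 15 min preincubation, 25 min reaction / Detection: Epi-absorbance via hydrolysed-nitrocefin quenching of white-plate fluorescence, 480/530 nm, EDTA stop / Evaluation: percent inhibition from optical density relative to buffer-blank wells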
PfM18AAP inh: PfM18AAP inhibitors, malaria aminopeptidase, primary screen, biochemical, QFRET, recombinant enzyme; M18 aspartyl aminopeptidase (Plasmodium falciparum 3D7); H-Glu-NHMec fluorogenic cleavage; inhibition, % at 7.35 µM; 290,000 tested, 1.2% active; AID 1822, 2009;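 active = inhibition above the campaign mean inhibition over all tested compounds plus 3 SD, cut at about 28% in these data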;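 also: 0% = plate median of test compound wells and 100% = 2 mM ZnCl2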
NS3 helicase inh: inhibitors of HCV NS3 helicase, primary screen, biochemical, Cy5 molecular beacon fluorescence; AID 1800, 2009; NS3 helicase DNA unwinding; Hepatitis C virus NS3 helicase; 290,000 tested, 0.56% active; inhibition, % at 10.9 µM;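 active = inhibition above the mean of all tested compounds plus 3 SD, set per campaign, cut at about 35% in these data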;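 also: 0% = DMSO wells and 100% = thioflavine S control wells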
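test system = hepatitis C virus NS3 helicase domain fragment enzyme | reagent = annealed dual-labelled DNA beacon duplex, ATP-started | times = 1 h at 25 °C | detection = Cy5 fluorescence, 0 and 60 min reads | read-out basis = percent inhibition from t60/t0 fluorescence ratio | control set = DMSO and thioflavine S | replication = one well per compound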
* = called active by the depositor; . = no result given.

Values in the order – DNA FID counter	UBC9 SUMO inh	NALP1 inh	VIM-2 inhibitor	MEKK2 WT-MEK5	MEKK2mut PB1 HTS	IMP-1 inh	PfM18AAP inh	NS3 helicase inh
> CCCc1c(C(=O)N2CCN(c3ccccc3OC)CC2)cnn1-c1ccccc1
    -45	16	1	0.1	93	-20	-0.7	0	-3
> CC(=O)NC(CCS(C)(=O)=O)C(=O)N1CCc2ccccc21 (stereo not drawn)
    0	-1	-14	-0.5	96	-2	0.8	-2	14
> Cc1cc(C)c2nc(C)cc(Nc3ccc(C(=O)NCCO)cc3)c2c1
    4	7	-3	5.2	108	2	-3.0	6	5
> C/C(=N\NC1=NCCN1)c1ccccc1
    -6	7	7	-1.8	104	4	-3.3	3	-2
> O=C(O)CNc1nc(Cl)ccc1[N+](=O)[O-]
    2	0	-4	-1.5	102	6	-0.7	3	-7
> O=c1oc2ccccc2cc1-c1ccc(O)cc1
    4	0	27	-0.8	94	-1	-1.9	3	-10
> COc1ccc(N2CCN(C(=O)CN(c3ccccc3)S(C)(=O)=O)CC2)cc1
    -13	10	-3	-0.4	101	4	0.3	-6	-3
> COc1cccc(C(=O)Nc2ccc(NC(=O)C(C)C)nc2)c1
    -6	33	0	-2.0	99	2	0.0	-8	-6
> CC(NCCO)C(=O)C12CC3CC(CC(C3)C1)C2 (stereo not drawn)
    -1	-7	-7	-4.2	94	-3	-4.4	-1	-9
> C/C=C(\C)CN1CCC(n2nccc2NC(=O)c2ccc(OC)cc2)CC1
    7	-7	16	0.5	103	2	-0.5	-10	10
> Cc1ccc(NC(=O)N2CCCC2C(=O)Nc2ccc3c(c2)OCCO3)cc1 (stereo not drawn)
    -5	3	19	-3.4	105	0	-0.7	1	-3
> O=C(CSc1ccccc1)NCCSCc1ccccc1
    -13	-8	34	-1.4	111	2	-3.3	0	4
> Cc1cc2nnc(SCC(=O)N3CCOCC3)n2c2ccccc12
    -6	33	2	1.3	104	2	-0.8	5	-2
> CCCCc1cc(=O)oc2c(CN(C)C)c(O)c(Cl)cc12
    -2	30	10	-2.6	97	2	-0.8	0	4
> Cc1ccc2nc(SCC(=O)Nc3ccccc3N3CCOCC3)c(C#N)cc2c1
    -3	22	23	-1.4	98	-2	-4.5	0	-1
> C#CCOc1c(Cl)cc(/C=N/O)cc1OC
    -1	-7	14	-1.2	98	2	2.3	-7	0
> CCCCn1c(SCC(=O)Nc2ccc(NC(C)=O)cc2)nc2ccccc2c1=O
    -27	1	7	-1.9	97	2	-5.3	-7	-3
> COCCNC(=O)c1ccccc1NC(=O)c1ccc(OC)c(OC)c1
    -12	15	28	-1.1	85	-2	-0.9	-4	-7
> COc1c(F)c(F)c(C(=O)Nc2c(C)cc(Br)cc2C)c(F)c1F
    3	16	6	-0.8	98	-1	-0.7	-6	8
> O=C(NC(=S)Nc1cc(C(F)(F)F)ccc1N1CCOCC1)c1ccc(-c2cccc(Cl)c2)o1
    -2	-6	24	-1.5	102	10	-4.7	-6	-1
> CS(=O)(=O)N1N=C(c2ccco2)CC1c1ccco1 (stereo not drawn)
    -10	20	3	-0.1	96	11	-2.5	4	19
> COc1ccc(S(=O)(=O)Nc2ccccn2)cc1C(=O)Nc1ccccc1
    -2	8	4	-2.4	96	-2	-2.2	-1	-5
> CC(C)CCNC(=O)CN(C)S(=O)(=O)c1cccc2nsnc12
    -5	18	8	-1.8	105	4	-3.0	-8	1
> CCC1(C)Cc2nc(Cl)c(C#N)cc2CO1 (stereo not drawn)
    -3	14	.	-0.8	101	-2	-1.5	-4	16
> NS(=O)(=O)c1ccc(NNC(=O)c2cccs2)cc1
    2	13	.	-3.4	110	14	-3.5	55*	-21
> CCOc1cc(S(=O)(=O)NCc2ccccn2)c(C)cc1C
    -6	-4	27	-3.6	.	.	-6.7	-1	4
> O=C(COC(=O)CCSc1ccccc1)Nc1ccc(F)cc1Cl
    -22	-2	36	-2.0	103	0	-1.1	-4	0
> CCOc1ccc2[nH]cc(C(=O)NCc3ccccc3)c(=O)c2c1
    1	-5	1	-0.4	102	2	0.1	-3	-8
> COc1cccc(NC(=O)c2cccc(C)c2[N+](=O)[O-])c1
    10	5	3	-3.2	97	1	-1.4	4	1
> O=C(CN1CCC(n2nnc3ccccc32)CC1)NCc1cccs1
    -11	19	-10	-2.3	98	-1	-6.3	2	25
> COc1ccc(NC(=O)c2ccc(-c3ccccc3)cc2)cc1S(=O)(=O)N1CCOCC1
    4	19	-10	-2.4	93	-4	-2.4	1	5
> CC(C)OC(=O)c1cc(NC(=O)C2C3C=CC(O3)C2C(=O)O)cc(C(=O)OC(C)C)c1 (stereo not drawn)
    -31	12	-2	-4.5	102	7	-4.7	1	13
> COc1ccc(S(=O)(=O)NCCOc2ccccc2)cc1OC
    -7	8	18	-0.9	100	-2	-3.6	-3	13
> Cc1cc(C)c(-c2csc(NC(=O)COC(=O)c3ccc4c(c3)OCO4)n2)c(C)c1
    -6	-3	16	-2.2	100	5	-0.2	-16	8
> COc1ccc(NC(=O)Cc2c(C)n(C(=O)c3ccc(Cl)cc3)c3ccc(OC)cc23)cc1
    2	-9	30	-0.8	109	14	-0.8	-7	7
> CCOC(=O)C1=C(C)N=c2s/c(=C/c3ccccc3)c(=O)n2C1c1ccc(OC)c(OC)c1 (stereo not drawn)
    0	-7	7	0.5	90	-9	-1.6	-13	-6
> CCN(c1ccc(OC)cc1)c1ncnc2nc[nH]c12
    -2	2	15	-3.5	115	13	-3.9	3	2
> COc1cccc(NC(=O)C2CCC(CNS(=O)(=O)c3cccs3)CC2)c1 (stereo not drawn)
    -22	-10	5	1.1	81	-22	-1.0	-3	-4
> CC(C)OCC1Cn2c(nc3c2c(=O)n(C)c(=O)n3C)O1 (stereo not drawn)
    -2	-6	3	0.4	100	-2	-1.2	-9	24
> Fc1cccc2sc(N3CCOCC3)nc12
    0	-19	-64	-1.2	107	1	-1.9	-7	0
> Cc1ccc(NC(=O)CN2CCCCCC2)cc1Br
    7	17	20	0.1	106	-1	-1.3	-15	-8
> COCCn1cnc2c1c(=O)n(Cc1ccc(C#N)cc1)c(=O)n2Cc1ccccc1
    -32	-3	13	0.1	101	-2	-0.6	-2	5
> CCC(CCC(=O)Nc1cccc([N+](=O)[O-])c1)C(=O)O (stereo not drawn)
    2	12	-8	-3.1	99	-5	-2.6	-5	1
> COc1ccc(OC)c(NC(=O)C2CCN(c3nc(C)cc(C)n3)CC2)c1
    -3	15	19	-1.8	98	1	1.4	5	3
> Nc1c([N+](=O)[O-])c(=O)sc2ccccc12
    0	2	8	-2.6	85	-56	-2.2	5	6
> O=C(N/N=C/c1cccs1)c1[nH]ncc1Br
    -10	8	17	-0.2	95	-5	-0.8	-4	-1
> O=C(CCC1CCCN(Cc2ccc3c(c2)OCCO3)C1)NCc1ccccc1F (stereo not drawn)
    1	0	.	-2.0	108	0	-3.5	1	-4
> O=C(O)c1cccc(CSc2ncn[nH]2)c1
    -1	6	.	-0.6	103	0	-2.6	0	2
> CNC(=O)COC(=O)CCC(=O)c1ccc(Cl)cc1
    -16	4	-2	-2.4	94	-11	-1.6	-2	-1
> Cc1ncc(CN2CCCC(C(=O)Nc3ccc(-n4ccnc4C)cc3)C2)cn1 (stereo not drawn)
    1	14	15	0.1	111	14	-5.6	-2	-3
> O=C(COc1ncnc2ccccc12)N1CCN(S(=O)(=O)c2ccccc2)CC1
    -4	15	7	-1.0	82	-5	-4.5	5	-1
> Cc1cc(C(=O)Nc2ccccn2)cs1
    1	-4	-4	-1.5	111	5	-1.5	6	3
> COc1cc(CNc2ccc(N3CCN(C(C)=O)CC3)cc2)ccc1OCc1ccc(F)cc1
    -11	-24	-9	-1.7	101	1	-11	10	6
> CCOC(=O)c1c(NC(=O)CSc2ncccn2)sc2c1CCN(Cc1ccccc1)C2
    12	-23	31	3.7	97	-2	-0.8	12	-80
> O=C(O)CCC(=O)NCc1ccc2[nH]c3c(c2c1)CCCC3
    -10	-5	.	1.9	107	7	-3.2	15	3
> O=c1c2nnn(-c3cccc(F)c3)c2ncn1Cc1ccccn1
    -3	13	-4	-0.7	101	-4	-2.3	-4	0
> CN(C)/N=C/C=C1\CC/C(=C\c2ccc(Br)cc2)C1=O
    -9	20	3	-5.5	.	.	-1.9	13	23
> CC1=C(C(N)=O)C(c2ccccc2)n2nc(-c3cccs3)nc2N1 (stereo not drawn)
    1	12	4	0.4	94	-3	0.4	-6	26
> Cc1oc(C(C)(C)C)cc1C(=O)N1CCN(c2ccc(C(F)(F)F)cn2)CC1
    -3	-12	4	-2.0	95	-2	-2.9	0	15
> CCOc1ccc(CN2CCC(C(=O)Nc3cccc(-c4ccn[nH]4)c3)CC2)cc1Cl
    21	-6	15	-2.6	130	11	-1.9	6	-29

Next part:
Values in the order – DNA FID counter	UBC9 SUMO inh	NALP1 inh	VIM-2 inhibitor	MEKK2 WT-MEK5	MEKK2mut PB1 HTS	IMP-1 inh	PfM18AAP inh	NS3 helicase inh
> O=C(N/N=C/c1cc([N+](=O)[O-])ccc1O)C12CC3CC(CC(C3)C1)C2
    2	-21	6	-2.2	95	-2	-3.3	-1	5
> CS(=O)(=O)N1CCc2cc(C(=O)Nc3cccc([N+](=O)[O-])c3)ccc21
    13	-1	23	-0.2	106	7	-1.2	-16	-8
> Nn1cnnc1N/N=C\c1ccc(-c2ccccc2[N+](=O)[O-])o1
    5	98*	5	-3.0	106	0	-1.8	54*	-1
> CSc1ccc(-c2c(C#N)c(N)nc3c2CCCC3)cc1
    6	25	11	-3.8	98	2	-3.3	3	-1

Grouped by structure: the entries above with a cyano group
Values in the order – DNA FID counter	UBC9 SUMO inh	NALP1 inh	VIM-2 inhibitor	MEKK2 WT-MEK5	MEKK2mut PB1 HTS	IMP-1 inh	PfM18AAP inh	NS3 helicase inh
> Cc1ccc2nc(SCC(=O)Nc3ccccc3N3CCOCC3)c(C#N)cc2c1
    -3	22	23	-1.4	98	-2	-4.5	0	-1
> CCC1(C)Cc2nc(Cl)c(C#N)cc2CO1 (stereo not drawn)
    -3	14	.	-0.8	101	-2	-1.5	-4	16
> COCCn1cnc2c1c(=O)n(Cc1ccc(C#N)cc1)c(=O)n2Cc1ccccc1
    -32	-3	13	0.1	101	-2	-0.6	-2	5
> CSc1ccc(-c2c(C#N)c(N)nc3c2CCCC3)cc1
    6	25	11	-3.8	98	2	-3.3	3	-1
